KB-3-1 cytotox: kills parental KB-3-1 adenocarcinoma cells; KB-3-1 viability, CellTiter-Glo ATP luminescence, 72 h; Potency, µM (highest dose often 46.1 µM), for the others: at the top dose activity change, negative = cytotoxic, usual class: cytotoxic; hit rate 1.4% among 400,000; AID 1347075; also: potency is read from the fitted curve at half-maximal effect; % is scaled to controls: 0 for no effect and ±100 for the full control effect; nearly all actives have a fitted effect of over 60% in size
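Multi-concentration cytotoxicity screen in KB-3-1 cells grown in DMEM lacking phenol red with 10% FBS. After 72 h at 37 °C with compound, ATP-dependent luminescence was recorded.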
HT1080NT lethal: kills 2HG-producing HT-1080-NT fibrosarcoma cells. HT-1080-NT fibrosarcoma viability, CellTiter-Glo ATP luminescence, 48 h. hit rate 1.6% among 360,000. Potency, µM (series often up to 46.1 µM), inactives show at the top dose activity, negative = less viability, actives largely listed as cytotoxic;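 also: NT is the 2HG producing partner of a matched IDH1 knockdown line; potency is read from the fitted curve at half-maximal effect; 0% = DMSO-treated cells and -100% = media-only wells without cells; nearly all actives have a fitted effect of over 55% in size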
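HT-1080-NT; 750 cells/well; 5% FBS RPMI; 48 h compound, 37 degrees C; CellTiter-Glo luminescence; curve fitting and curve-class assignment.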
MCF10A rerep: DNA re-replication induction in MCF 10a cells | MCF 10A DNA re-replication, Hoechst nuclear intensity, 48 h | hit rate 2.9% among 350,000 | Potency, µM (doses to about 46.1 µM), for inactives: at the highest dose activity, positive = re-replication, hits mostly activators | AID 624296; also: potency is read from the fitted curve at half-maximal effect; % of control where 0% means no effect; nearly all actives have a fitted effect of over 50% in size
SW480 rereplic: DNA re-replication induction in SW480 cells | hit rate 1.8% among 340,000 | Potency, µM (series often up to 46.1 µM), inactives show at the highest dose re-replication activation, most hits filed as activators | AID 624297 | SW480 DNA re-replication, Hoechst DNA content imaging, 48 h; also: potency is read from the fitted curve at half-maximal effect; % of control where 0% means no effect; nearly all actives have a fitted effect of over 55% in size
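250 cells/well; 23 nL cpd via pin tool; 48 hr, 37 C, 5% CO2; Hoechst 40 min; imager read of total nuclear intensity, ex 405/em 500-530 nm.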
HepG2 tox: counter-screen for TGF-b inhibitors: cytotoxicity in HepG2 cells; AID 588856; Potency, µM (top dose mostly 46.1 µM), for inactives: at the highest dose activity change, negative = cytotoxicity, actives largely listed as cytotoxic; hit rate 0.76% among 410,000; HepG2 CAGA-GFP viability, ATP luminescence, 18 h; also: potency is read from the fitted curve at half-maximal effect; some results filed as inactive show a strong effect at the top dose
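CellTiter-Glo luminescence gave cytotoxicity after 18 hours at 37 degrees C. The cells were HepG2 CAGA-GFP in 1% FBS DMEM, stimulated with 500 pg/mL TGF-beta after compound addition. %Activity was normalised to no-cell wells (complete cell-killing) and DMSO (no toxicity), and curves were fitted and classified.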
IL-1B inflam inh: blocks inflammasome-driven IL-1 beta release | THP-1 LPS/ATP IL-1B secretion, AlphaLISA, 16 h; active compounds read low | hit rate 4.7% among 360,000 | AID 743279 | activity change, % at 57.5 µM; in the data active = activity change below about -50%; inconclusive = mostly about -30% to -49%; also: % is scaled to controls: 0 for no effect and ±100 for the full control effect
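THP-1 cells pretreated 1 hr with compounds (up to 57.5 uM final), then stimulated with LPS (250 ng/mL final) plus ATP (1.25 mM final); secreted IL-1B measured by AlphaLISA after 16 hr, decreased signal indicating inhibition.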
ATXN2 expr inh: reduces ATXN2 reporter expression in HEK-293 cells | HEK-293 ATXN2-luciferase reporter, luminescence, 24 h | Potency, µM (titrated, usually from 57 µM), for the others: at the top dose activity change, negative = inhibition, most hits filed as inhibitors | hit rate 0.72% among 360,000; also: potency is read from the fitted curve at half-maximal effect; % is scaled to controls: 0 for no effect and ±100 for the full control effect; nearly all actives have a fitted effect of over 55% in size
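qHTS (up to 57 uM final) was run with 24 h compound exposure of reporter cells at 37 °C. Each well was multiplexed: SteadyGlo luminescence measured ATXN2-luciferase expression after a fluorogenic Gly-Phe-AFC viability readout (25 uM final).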
S2 tox: reduces viability in counter-screen for ATXN expression inhibitors; S2 cells (HEK-293 line with an ATXN2-luciferase reporter) viability, CellTiter-Fluor protease fluorescence, 24 h; Potency, µM (doses to about 56.7 µM), usual class: cytotoxic; hit rate 0.49% among 400,000; also: potency is read from the fitted curve at half-maximal effect; nearly all actives have a fitted effect of over 40% in size
HT1080 IDH1KD tx: toxicity to HT-1080 IDH1 knockdown cells (counter line); Potency, µM (series often up to 46.1 µM), for inactives: top-dose activity, negative = toxicity, hits mostly cytotoxic; hit rate 2% among 360,000; HT-1080 IDH1 knockdown viability, ATP luminescence, 48 h;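 also: potency is read from the fitted curve at half-maximal effect; 0% = DMSO wells and -100% = cell-free medium wells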
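CellTiter-Glo luminescence after 48 h compound exposure at 37 degrees C of IDH1-knockdown HT-1080 cells in 5% FBS RPMI. %Activity scaled between DMSO wells and cell-free media wells, with curves fitted and assigned curve classes.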
* marks the source's active call; other numbers are inactive results; [ ] = another dose, or the depositor's remark. Unless noted, calls follow the shape of the dose curve; as a rule, active = well fitted curve in the direction sought with a large enough effect; inconclusive = small, poorly fitted or top-dose-only effect, or another doubt; inactive = no such curve, though single readings can be large; an effect the other way counts as inactive or inconclusive.

`Cc1cc(C(=O)COC(=O)c2ccc(CO)cc2)c(C)n1CC1COc2ccccc2O1` (configuration not stated) gave KB-3-1 cytotox -10%, HT1080NT lethal -14%, MCF10A rerep 1%, SW480 rereplic 0%, HepG2 tox -3%, IL-1B inflam inh -1, S2 tox inconclusive and HT1080 IDH1KD tx -29%.
COc1cc(/C=N/NC(=O)c2ccccc2)ccc1OS(=O)(=O)c1ccccc1 was read as KB-3-1 cytotox -5%, HT1080NT lethal inconclusive, MCF10A rerep -6%, SW480 rereplic -396%[inhibitor], HepG2 tox -30%, IL-1B inflam inh -13, ATXN2 expr inh 6%, S2 tox inactive and HT1080 IDH1KD tx inconclusive.
`CCC(=O)OCC(=O)c1cc(C)n(-c2ccc(Br)cc2)c1C` gave KB-3-1 cytotox inconclusive, HT1080NT lethal -7%, MCF10A rerep -6%, SW480 rereplic 0%, HepG2 tox 1%, IL-1B inflam inh -14, ATXN2 expr inh -11%, S2 tox inactive and HT1080 IDH1KD tx -13%.
Screening COC(=O)c1scc(-c2ccc(C)cc2)c1S(=O)(=O)Nc1cc(Cl)ccc1C returned KB-3-1 cytotox 3%, HepG2 tox -37%, ATXN2 expr inh -6% and S2 tox inactive.
Screening CCOC(=O)c1sc2ncn(/N=C/N(C)C)c(=O)c2c1C returned KB-3-1 cytotox 9%, HT1080NT lethal 11%, MCF10A rerep -11%, SW480 rereplic -18%, HepG2 tox -5%, IL-1B inflam inh -4, ATXN2 expr inh 3%, S2 tox inactive and HT1080 IDH1KD tx 4%.
COc1ccc(NC(=O)CSc2nnc3ccc(-c4ccncc4)nn23)cc1 was read as KB-3-1 cytotox 16%, HT1080NT lethal -2%, MCF10A rerep 17%, SW480 rereplic -11%, HepG2 tox 5%, IL-1B inflam inh -27, ATXN2 expr inh 4%, S2 tox inactive and HT1080 IDH1KD tx 3%.
`COc1ccc(NC(=O)c2c(NCc3cccc(F)c3)sc3c2CCCC3)c(OC)c1` gave KB-3-1 cytotox 18%, HepG2 tox -26%, ATXN2 expr inh inconclusive and S2 tox inconclusive.
COc1ccc(CCN2C(=O)CC(NCCc3ccc(S(N)(=O)=O)cc3)C2=O)cc1OC (configuration not stated) was read as KB-3-1 cytotox -2%, HT1080NT lethal -2%, MCF10A rerep -2%, SW480 rereplic -3%, HepG2 tox -10%, IL-1B inflam inh 33, ATXN2 expr inh -3%, S2 tox inactive and HT1080 IDH1KD tx -2%.
`CCOC(=O)[C@@H]1[C@H]2COc3ccc(Br)cc3[C@H]2N2C(=O)N(c3cccc(F)c3)C(=O)[C@]12C` gave KB-3-1 cytotox 12%, HT1080NT lethal 3%, MCF10A rerep -2%, SW480 rereplic 9%, HepG2 tox 3%, IL-1B inflam inh -16, ATXN2 expr inh 8%, S2 tox inactive and HT1080 IDH1KD tx 9%.
COc1ccc(C2(C)NC(=O)N(CC(=O)NC(C)c3ccc(CC(C)C)cc3)C2=O)cc1 (configuration not stated) was read as KB-3-1 cytotox -9%, HT1080NT lethal -3%, MCF10A rerep -11%, SW480 rereplic 5%, HepG2 tox -13%, IL-1B inflam inh -21, S2 tox inactive and HT1080 IDH1KD tx -1%.
Screening COc1cc(-c2noc(C)c2C(=O)N[C@@H](CO)Cc2ccccc2)cc(OC)c1OC returned KB-3-1 cytotox 0%, HT1080NT lethal 5%, MCF10A rerep inconclusive, SW480 rereplic inconclusive, HepG2 tox 7%, IL-1B inflam inh 17, ATXN2 expr inh 1%, S2 tox inactive and HT1080 IDH1KD tx 7%.
Screening CCCc1nnc(NC(=O)Cn2c(=O)oc3cc(Br)ccc32)s1 returned KB-3-1 cytotox inconclusive, HT1080NT lethal -3%, MCF10A rerep -1%, SW480 rereplic inconclusive, HepG2 tox -9%, IL-1B inflam inh inconclusive, ATXN2 expr inh -4%, S2 tox inactive and HT1080 IDH1KD tx inconclusive.
Screening O=C1N/C(=C\c2ccc(O)cc2)C(=O)c2ccccc21 returned KB-3-1 cytotox inconclusive, HT1080NT lethal inconclusive, MCF10A rerep 3.2µM*, SW480 rereplic 13µM*, HepG2 tox -61%, IL-1B inflam inh -4, ATXN2 expr inh 44%[activator], S2 tox inconclusive and HT1080 IDH1KD tx 18µM*.
`CC1CC(C)CN(C(=O)C(C)N2CCN(S(=O)(=O)c3ccc(C(F)(F)F)cc3)CC2)C1` (configuration not stated) gave KB-3-1 cytotox -20%, HT1080NT lethal -1%, MCF10A rerep 4%, SW480 rereplic -9%, HepG2 tox -11%, IL-1B inflam inh -15, S2 tox inconclusive and HT1080 IDH1KD tx 1%.
For CC(=O)C1=C(O)C(=O)N(Cc2cccnc2)C1c1ccc(Cl)cc1 (configuration not stated) the results were KB-3-1 cytotox -1%, HT1080NT lethal 0%, MCF10A rerep -7%, SW480 rereplic -2%, HepG2 tox 0%, IL-1B inflam inh 9, ATXN2 expr inh -12%, S2 tox inactive and HT1080 IDH1KD tx 8%.
CCC(CC)C(=O)NCc1ccccc1OC was read as KB-3-1 cytotox -1%, HT1080NT lethal 4%, MCF10A rerep -22%, SW480 rereplic -1%, HepG2 tox 0%, IL-1B inflam inh 4, ATXN2 expr inh 0%, S2 tox inactive and HT1080 IDH1KD tx -8%.
For COc1ccc(C(=O)/C(=C/c2cccs2)c2nc3ccccc3o2)cc1 the results were KB-3-1 cytotox inconclusive, HT1080NT lethal inconclusive, MCF10A rerep 13%, SW480 rereplic 2%[9.22 µM], HepG2 tox -22%, IL-1B inflam inh inconclusive, ATXN2 expr inh 15%, S2 tox inactive and HT1080 IDH1KD tx inconclusive.
`C/C(CCc1ccc2c(c1)OCO2)=N\N=C(/N)SC1CC(=O)N(c2ccc(Cl)cc2)C1=O` (configuration not stated) gave KB-3-1 cytotox 10%, HT1080NT lethal inconclusive, MCF10A rerep -2%, SW480 rereplic -2%, HepG2 tox -15%, IL-1B inflam inh 12, ATXN2 expr inh 9%, S2 tox inactive and HT1080 IDH1KD tx inconclusive.
Screening CCCN(CC(=O)Nc1ccccc1C)C(=O)COc1c(Cl)cccc1Cl returned KB-3-1 cytotox 1%, HT1080NT lethal 1%, MCF10A rerep 4%, SW480 rereplic 5%, HepG2 tox 4%, IL-1B inflam inh 9, ATXN2 expr inh -6%, S2 tox inactive and HT1080 IDH1KD tx -7%.
`COc1ccccc1/C=N/NC(=O)CN(C1=NS(=O)(=O)c2ccccc21)c1ccccc1` gave KB-3-1 cytotox 0%, HT1080NT lethal -14%, MCF10A rerep 12%, SW480 rereplic -4%, HepG2 tox -27%, IL-1B inflam inh inconclusive, ATXN2 expr inh -7%, S2 tox inactive and HT1080 IDH1KD tx -7%.
CN1c2ccsc2C(O)=C(C(=O)Nc2ccccc2)S1(=O)=O was read as KB-3-1 cytotox -11%, HT1080NT lethal -2%, MCF10A rerep 9%, SW480 rereplic -4%, HepG2 tox -12%, IL-1B inflam inh 13, ATXN2 expr inh 8%, S2 tox inactive and HT1080 IDH1KD tx -1%.
CC(=O)c1ccc(OC2(C)CCN(Cc3cccn3-c3nccs3)C2)cc1 (configuration not stated) was read as KB-3-1 cytotox 0%, HT1080NT lethal 0%, HepG2 tox -28%, IL-1B inflam inh -6, ATXN2 expr inh -1%, S2 tox inactive and HT1080 IDH1KD tx -6%.
CCCC(=O)Nc1c(C(=O)OCC)oc2ccccc12 was read as KB-3-1 cytotox 8%, HT1080NT lethal 1%, MCF10A rerep 0%, SW480 rereplic 0%, HepG2 tox 3%, IL-1B inflam inh 18, ATXN2 expr inh -19%, S2 tox inactive and HT1080 IDH1KD tx 1%.
`CCN(CC)S(=O)(=O)c1cccc(C(=O)NC(C(=O)Nc2nnc(C)s2)C(C)C)c1` (configuration not stated) gave KB-3-1 cytotox -6%, HT1080NT lethal 7%, MCF10A rerep 2%, SW480 rereplic 6%, HepG2 tox 19%, IL-1B inflam inh 6, ATXN2 expr inh -12%, S2 tox inactive and HT1080 IDH1KD tx 3%.
Screening O=[N+]([O-])c1cccnc1N1CCN(c2ccccc2F)CC1 returned KB-3-1 cytotox inconclusive, HT1080NT lethal -6%, MCF10A rerep -1%, SW480 rereplic 1%, HepG2 tox 5%, IL-1B inflam inh -3, ATXN2 expr inh 19%, S2 tox inactive and HT1080 IDH1KD tx -5%.
N=C(N1CCCc2ccccc21)N1CCCc2ccccc21 was read as KB-3-1 cytotox -2%, HT1080NT lethal inconclusive, MCF10A rerep -7%, SW480 rereplic inconclusive, HepG2 tox -1%, IL-1B inflam inh -14, ATXN2 expr inh -32%, S2 tox inactive and HT1080 IDH1KD tx inconclusive.
`CCN(Cc1ccc(Cl)s1)C(=O)c1cccc(OCc2c(C)noc2C)c1` gave KB-3-1 cytotox inconclusive, HT1080NT lethal -9%, MCF10A rerep inconclusive, SW480 rereplic 4%, HepG2 tox -3%, IL-1B inflam inh inconclusive, ATXN2 expr inh -21%, S2 tox inactive and HT1080 IDH1KD tx -4%.
COc1ccc(OC)c2c(N)c(C#N)c(C(F)(F)C(F)(F)F)nc12 was read as KB-3-1 cytotox 7%, HT1080NT lethal 9%, MCF10A rerep 17%, SW480 rereplic -1%, HepG2 tox -26%, IL-1B inflam inh 48, ATXN2 expr inh 8%, S2 tox inactive and HT1080 IDH1KD tx 12%.
For COc1cccc(CNS(=O)(=O)c2csc(C(N)=O)c2)c1 the results were KB-3-1 cytotox -8%, HT1080NT lethal 10%, MCF10A rerep 0%, SW480 rereplic inconclusive, HepG2 tox 0%, IL-1B inflam inh 23, ATXN2 expr inh 0%, S2 tox inactive and HT1080 IDH1KD tx 10%.

No enrichment for hits, and some 8.9% of all compounds hit somewhere here.
